ST2 IL33 inh: inhibitors of human ST2 (IL1RL1) binding to IL-33; Q01638; AlphaLISA ST2-Fc/biotin-IL-33 interaction, 1 h; inhibition, % for hits at 17 µM; 78,000 compounds, 2.3% hits; in the data active means inhibition above about 30%; inconclusive means mostly about 10% to 28%
Target sequence (Q01638 whole entry, looked up): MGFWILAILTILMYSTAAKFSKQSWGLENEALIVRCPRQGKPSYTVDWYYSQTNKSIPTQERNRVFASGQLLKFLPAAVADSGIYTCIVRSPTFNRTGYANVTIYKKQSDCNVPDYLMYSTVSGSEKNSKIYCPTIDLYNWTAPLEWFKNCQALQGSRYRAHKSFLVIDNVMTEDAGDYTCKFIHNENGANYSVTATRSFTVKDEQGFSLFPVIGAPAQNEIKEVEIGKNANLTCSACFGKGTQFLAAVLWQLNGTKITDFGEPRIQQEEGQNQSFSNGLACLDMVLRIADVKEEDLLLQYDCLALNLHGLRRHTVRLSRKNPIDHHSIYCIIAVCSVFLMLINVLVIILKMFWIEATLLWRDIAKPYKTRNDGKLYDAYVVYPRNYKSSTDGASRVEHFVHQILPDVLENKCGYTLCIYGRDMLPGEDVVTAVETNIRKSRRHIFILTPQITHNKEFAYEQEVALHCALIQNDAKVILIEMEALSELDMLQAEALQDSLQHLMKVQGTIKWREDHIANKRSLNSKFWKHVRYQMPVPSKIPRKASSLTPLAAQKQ
Active calls of the source: *; i = inactive; ? = inconclusive.

SMILES | ST2 IL33 inh
COc1ccc(F)c(-c2ncccc2NC(=O)C(C)C)c1 | ?
O=C(CCC(=O)N1CCC(c2ccncc2)CC1)Nc1cccc(O)c1 | i
Cn1c(=O)[nH]c(=O)c2c1nc1oc(-c3ccccc3)cn12 | i
CCN(CC)C(=O)c1cc2cc3ccc(OC)cc3nc2o1 | ?
O=[N+]([O-])CC(c1c[nH]c2ccccc12)S(=O)(=O)O (centres undefined) | ?
Cn1cc(C(=O)Nc2ccc3c(c2)CCC3)c2ccccc2c1=O | i
O=C1Nc2cc(Cl)c(Cl)cc2N(O)N1c1c(F)cccc1F | i
CCCC(O)=C1C(=O)CC(C)(C)CC1=Nc1ccc(OC)cc1 | i
COc1ccc(-c2cc3ccccn3c2)c(OC)c1 | 50.0%*
CCc1c(O)nc(SCC(=O)Nc2c(C)cccc2C)n(-c2ccc(F)cc2)c1=O | i
COc1ncc(CN2CCC(CNC(=O)c3ccoc3C)C2)cn1 (centres undefined) | ?
O=C1NC(=Nc2ccccc2Cl)S/C1=C/c1cc2c(cc1Cl)OCO2 | 31.0%*
COc1cc(O)ccc1-c1nccn1C1CCN(Cc2ccccc2)C1 (centres undefined) | ?
COc1ccc(/C=C2\SC(=O)N(CC(=O)Nc3cccc(O)c3)C2=O)cc1OC | ?
CN(C)Cc1ccccc1C(O)(c1ccccc1)c1ccccc1 | ?
O=C(Nc1nccs1)c1cc(-c2ccc3c(c2)OCO3)nc2ccccc12 | ?
O=C(NC(c1ccccc1)C(Cl)Cl)c1ccccc1 (centres undefined) | i
O=C(NCc1ccc(F)cc1)C1(S(=O)(=O)c2ccc(Cl)cc2)CC1 | i
Cc1ccc(N=Cc2c(Nc3cccc(Cl)c3)nc3c(C)cccn3c2=O)cc1 | i
COc1ccccc1CNC(=O)CCC1N=C2c3ccccc3N=C(SCC#N)N2C1=O (centres undefined) | i
Cc1ccc(NS(=O)(=O)c2ccc3c(c2)CCC(=O)N3)cc1Cl | i
O=[N+]([O-])c1ccccc1N1CCCNCC1 | i
O=C(O)CCCNCc1ccc(Cl)cc1 | i
COc1ccc(-c2cc(OC)c3c(C)oc(C)c3c(=O)c2)cc1OC | i
Cc1nn(C(=O)c2ccc([N+](=O)[O-])cc2)c(C)c1Sc1ccccc1 | 42.0%*

Some values from the list:
ST2 IL33 inh with `O=C1NC(=Nc2ccccc2Cl)S/C1=C/c1cc2c(cc1Cl)OCO2` stands at 31.0%*
ST2 IL33 inh with `COc1ccc(-c2cc3ccccn3c2)c(OC)c1` stands at 50.0%*

(further entries)
SMILES | ST2 IL33 inh
COc1ccc(C2=NN(C(=O)c3ccc(Br)o3)C(c3ccc(F)cc3)C2)cc1OC (centres undefined) | i
COc1ccc(N2CCCS2(=O)=O)cc1NC(=O)c1ccc(Cl)cc1 | ?
N#CC1=C(N)OC(C2CC2)=C(n2cnc([N+](=O)[O-])n2)C1c1ccccc1 (centres undefined) | i
COCCNC(=O)CN1C(=O)CC(C)(C)Sc2ccccc21 | i
O=C(NC1CCCCC1)C1(S(=O)(=O)c2ccc(Cl)cc2)CC1 | i
C=C(C)C(C)(C)C(=O)N1Cc2cnc(Cc3ccc(OC)cc3)nc2C1 | ?
CCN(C/C=C/c1ccccc1)C(=O)CCc1cn2ccccc2n1 | ?
Cc1ccc(NC(=O)c2cc3c(=O)oc4ccccc4c3s2)cc1C | i
CC(=O)c1cccc(Nc2nc(-c3ccc(Cl)cc3Cl)nc3ccccc23)c1 | i
OCc1ccccc1-c1ccc(O)c(-c2ccno2)c1 | ?
Cc1ccccc1C(=O)Nc1ccc2c(c1)Cc1ccccc1-2 | i
CC1=C(C(=O)Nc2ccccc2C)C(c2cccs2)C(C#N)=C(SCC(N)=O)N1 (centres undefined) | i
CCN(CC)CC(O)COc1cc([N+](=O)[O-])ccc1N1CCCC1 (centres undefined) | i
C=CCn1c(-c2ccccc2)csc1=Nc1cccc([N+](=O)[O-])c1 | 59.0%*
CN1CC2(CCCN(C(=O)c3csc4c3CCCC4)CC2)OC1=O (centres undefined) | i
COc1ccc(Nc2nc(Nc3ccc(OC)cc3)nc(Sc3nncn3C)n2)cc1 | i
O=C(Nc1ccc(Oc2ccccc2)nc1)C1CCN(C(=O)c2ccncc2)CC1 | ?
O=C(CSc1nc2c(c(=O)n1-c1ccc(Cl)cc1)SCC2)N1CCCC1 | ?
Cc1cc2nnc(SCC(=O)Nc3ccc(S(N)(=O)=O)cc3)n2c2ccccc12 | i
COc1ccc(C2(CNC(C)=O)CCOCC2)cc1OC | ?
CC(C)NC(=O)Cc1c(C(=O)O)[nH]c2ccc(Cl)cc12 | i
CCN(Cc1nc(COC)no1)Cc1ccnc2ccccc12 | ?
O=C(/C=C/c1ccc(-c2ccc([N+](=O)[O-])cc2Cl)o1)c1ccco1 | i
O=C(CNS(=O)(=O)c1ccc(Br)s1)NCc1ccccn1 | i
Cc1ccc(-n2nc3c(c2NC(=O)c2c(F)cccc2Cl)CS(=O)C3)cc1 (centres undefined) | i
Next compounds
SMILES | ST2 IL33 inh
COCc1nc(N(C)Cc2ccc3nonc3c2)c2cnn(C)c2n1 | i
Cc1ccc(Br)c(N2C(=O)Nc3cc(Cl)c(Cl)cc3N2O)c1 | ?
COc1ccc(CNC(=O)c2ccc(Nc3cc(-c4ccccc4)ncn3)cc2)c(OC)c1 | ?
COc1ccccc1OC1CN(C(=O)C=C(C)C)C1 | i
CC(C)C(NS(=O)(=O)c1cccs1)C(=O)Nc1ccc(Br)cc1 (centres undefined) | i
COc1cc(NC(=O)c2noc3c2CCc2ccccc2-3)c(OC)cc1Cl | i
CCc1nnc(NC(=O)c2ccc(S(=O)(=O)N3CCc4ccccc4C3)cc2)o1 | ?
O=C(c1ccc2c(Cl)c3c(nc2c1)CCCC3)N1CCC(N2CCCCC2)CC1 | i
CCOC(=O)C1=C(c2ccccc2)NC(=O)NC1c1ccccc1OC (centres undefined) | i
COc1ccc([N+](=O)[O-])cc1-c1ccc(C=C2C(=O)OC(C)(C(C)(C)C)OC2=O)o1 (centres undefined) | ?
O=C(Nc1ccc(S(=O)(=O)Nc2ccc(F)cc2)cc1)c1ccccc1 | i
CC(C)c1nccn1CCCNC(=O)c1ccc(N(C)C)nc1 | i
C=CCN(CC=C)C(=O)CN1CC=C(n2c(=O)[nH]c3ccccc32)CC1 | 31.0%*
COCc1nc(CN2CCC(O)(c3ccc(C)cn3)CC2)no1 | i
COc1ccccc1NC(=O)CCN1CCC(C(N)=O)CC1 | i
CC(=O)c1ccc(N2C(=O)Nc3cc(Cl)c(Cl)cc3N2O)cc1 | i
Cc1ccc(C2SCC(=O)N2c2ccc(C)c(Cl)c2)cc1 (centres undefined) | i
COc1ccc(-n2ncc3c(N4CCN(c5cccc(C)c5C)CC4)ncnc32)cc1 | ?
Cc1nn(C)c(C)c1S(=O)(=O)N1CCN2C(=O)CN(C)C(=O)C2C1 (centres undefined) | i
c1ccc(CCc2n[nH]c(COc3ccc4c(c3)OCO4)n2)cc1 | ?
Cc1ccsc1CNc1ccc(C(=O)NCC(O)CO)cc1 (centres undefined) | i
COc1ccc(CC(=O)Nc2ccc(I)cc2)cc1 | i
CCNC(=O)c1c(NC(=O)c2ccccc2Cl)sc2c1CCCC2 | i
CSc1cccc(NC2=NC3CS(=O)(=O)CC3S2)c1 (centres undefined) | i
Cc1cccc(OCC(O)Cn2c(C)nc3ccccc32)c1 (centres undefined) | ?
(next part)
SMILES | ST2 IL33 inh
N#CSC(C#N)Cc1cccc([N+](=O)[O-])c1 (centres undefined) | 37.0%*
O=C(NCc1cccnc1-n1ccnc1)c1cnc(-c2cccnc2)nc1 | i
CN1C(=O)CC(c2ccccc2)Sc2ccccc21 (centres undefined) | i
COc1ccccc1C1C(C#N)=C(SC)NC(=O)C1C#N (centres undefined) | ?
CCN/C(C)=C/c1nsc(Nc2ccc(Cl)c(Cl)c2)n1 | i
Nc1nc2n(n1)C(c1cccc(Br)c1)CC(c1ccccc1)N2 (centres undefined) | ?
CCN1CCN(c2ccc(C(=O)N3CCCC(c4ccccc4)CC3)cn2)CC1 (centres undefined) | i
CCCCOc1ccc(/C=c2\sc3nc(=O)c(C)nn3c2=O)cc1 | i
Cn1c(=O)c2c(nc(Sc3c4ccccc4nc4ccccc34)n2C)n(C)c1=O | i
COC(=O)c1cc(CN2CCC3(CCCN(C)C3=O)C2)ccc1O (centres undefined) | i
CCCCN(CC)C(=O)c1ccc(C)c([N+](=O)[O-])c1 | i
COc1ccccc1NC(=O)c1cnc2n(c1=O)CCS2 | i
c1cc(-c2ccncc2)c2cccnc2c1 | i
O=C(Cc1ccc(F)cc1)NCCc1ccc(F)cc1 | ?
O=C(Nc1cc(Cl)ccc1Cl)c1ccc(Br)cc1 | i
Cc1noc(C)c1C1CCCN1Cc1ccc(Sc2nncn2C)o1 (centres undefined) | ?
c1cc(-c2nccn2CCCc2nn[nH]n2)cc(-n2cccn2)c1 | i
CN1CCN(CCCCOc2ccc(Cl)c(Cl)c2)CC1 | ?
Cc1cccc(CN2CCC(CNS(=O)(=O)c3ccc4c(c3)oc(=O)n4C)CC2)c1 | ?
CCOc1ccc(CN2CCC(O)CC2)cc1 | i
Cc1cccc(C(=O)Nc2cccc(F)c2)c1 | i
CCN1/C(=C2\C(=O)N(c3ccc(Cl)cc3)N=C2C)C=Cc2ccccc21 | i
Cc1cnccc1N1CCCN(Cc2cn[nH]c2C(=O)O)CC1 | ?
O=C(Nc1cccc(NC(=O)c2ccccc2F)c1)c1cccs1 | ?
CC1CCCC(NC(=O)CNC(=O)c2cccs2)C1C (centres undefined) | i

Ordered by length of the SMILES (high to low): some entries from above.
SMILES | ST2 IL33 inh
Cn1c(=O)c2c(nc(Sc3c4ccccc4nc4ccccc34)n2C)n(C)c1=O | i
CCN1CCN(c2ccc(C(=O)N3CCCC(c4ccccc4)CC3)cn2)CC1 (centres undefined) | i
O=C(NCc1cccnc1-n1ccnc1)c1cnc(-c2cccnc2)nc1 | i
Cc1noc(C)c1C1CCCN1Cc1ccc(Sc2nncn2C)o1 (centres undefined) | ?
Cc1cccc(C(=O)Nc2cccc(F)c2)c1 | i

Among those listed so far, six contain two or more sulfur atoms.
SMILES | ST2 IL33 inh
CC1=C(C(=O)Nc2ccccc2C)C(c2cccs2)C(C#N)=C(SCC(N)=O)N1 (centres undefined) | i
O=C(CSc1nc2c(c(=O)n1-c1ccc(Cl)cc1)SCC2)N1CCCC1 | ?
Cc1cc2nnc(SCC(=O)Nc3ccc(S(N)(=O)=O)cc3)n2c2ccccc12 | i
O=C(CNS(=O)(=O)c1ccc(Br)s1)NCc1ccccn1 | i
CC(C)C(NS(=O)(=O)c1cccs1)C(=O)Nc1ccc(Br)cc1 (centres undefined) | i
CSc1cccc(NC2=NC3CS(=O)(=O)CC3S2)c1 (centres undefined) | i

The results go on:
SMILES | ST2 IL33 inh
Nc1c(C(=O)N2CCOCC2)sc2nc3c(cc12)CCCCC3 | ?
N#CC1=C(N)OC2=C(C(=O)CC(c3ccccc3)C2)C1c1cc(Br)cs1 (centres undefined) | i
Cn1c(=O)cc(SCC(=O)N2CCN(c3ccccc3F)CC2)c2ccc(Cl)cc21 | i
COc1ccc(C)cc1S(=O)(=O)NC1CCCCC1 | i
[N-]=C=C1C(=O)N(CCc2ccccc2)C(=O)[C@H]([n+]2ccccc2)[C@H]1c1ccc(Cl)cc1 | 34.0%*
Cn1c(=O)cc(SCC(=O)Nc2cccc(Cl)c2)c2ccccc21 | i
CCC1(CC)OC(c2ccc3c(c2)OCO3)Nc2ccccc21 (centres undefined) | ?
CCCN(CCC)S(=O)(=O)c1ccc2c(c1)NC(=O)CS2 | i
COc1ccc(OC)c(NC(=O)CSc2nc3ccccc3o2)c1 | i
O=C(O)COc1ccccc1O | i
CC(=O)c1cccc(NC(=O)c2cc3ccccc3o2)c1 | ?
COC(=O)c1ccc(Cl)cc1NC(=O)N1CCN(Cc2nc3cccnc3n2-c2cc(C)cc(C)c2)CC1 | i
COc1cccc2ccc(N3CCC(O)(c4ccc(C)cn4)CC3)nc12 | i
CN1/C(=C\C(C[N+](=O)[O-])c2ccc3c(c2)OCO3)C(C)(C)c2ccccc21 (centres undefined) | ?
CC(NC(=O)c1cccc(Cn2cccn2)c1)c1cccs1 (centres undefined) | i
CCOc1ccc2ccccc2c1CN1CCCC(N2CCCC2=O)C1 (centres undefined) | i
CCCNC(=O)C1CCC(Cn2c(=O)c3sccc3n(CC(=O)N3CCC(C)CC3)c2=O)CC1 (centres undefined) | i
O=c1c(-c2ccc(Cl)cc2)c(C(F)(F)F)oc2cc(O)ccc12 | ?
Cc1cc(C(=O)N(CC2CCN(C3Cc4ccccc4C3)CC2)CC2CCCO2)nc(C)n1 (centres undefined) | i
c1ccc(-c2nnc(-c3cccc(-c4nnc(-c5ccccc5)o4)c3)o2)cc1 | ?
CCc1nc(C)sc1CN1CC2(CCNCC2)CC1C(=O)O (centres undefined) | i
Cc1ccc(Cn2c(CN3CCOCC3)nc3c2c(=O)[nH]c(=O)n3C)cc1 | i
CN(CCC1CCOCC1)C(=O)CC1C(=O)NCCN1Cc1c(F)cccc1Cl (centres undefined) | i
O=C1C2CC=C(Cl)CC2C(=O)N1CCN1CCCC1 (centres undefined) | i
CN(CCC#N)S(=O)(=O)c1ccc2[nH]cc(C(=O)O)c(=O)c2c1 | i
New compounds follow.
SMILES | ST2 IL33 inh
Cc1ccc(C(C)NC(=O)CN2CCN(C(=O)c3ncn[nH]3)CC2)cc1 (centres undefined) | i
Cc1sc2ncn(CC(=O)N3CCN(c4ccc(F)cc4)CC3)c(=O)c2c1C | i
COCC1(C(=O)N(C)Cc2cn[nH]c2-c2ccc(F)cc2)CCC1 | i
Cc1nn(-c2cccc(Br)c2)c(C)c1[C@@H]1C=C[C@@H](NC(=O)CCCC(=O)O)C1 | i
O=C(NCCSc1c(-c2ccc(Cl)cc2)[nH]c2ccccc12)c1ccco1 | ?
COc1ccc(CN2CCC[C@H]2c2nc(-c3ccc(N(C)C)nc3)no2)c(O)c1 | ?
CC(C)c1ccc2cc(C(=O)N(C)[C@@H]3CS(=O)(=O)C[C@H]3O)[nH]c2c1 | i
CCC(C)NC(=O)CSc1cc(=O)n(C)c2ccccc12 (centres undefined) | i
N#CC1=C(N)OC2=C(C(=O)CC(c3ccccc3)C2)C1c1ccc(Cl)cc1 (centres undefined) | i
COc1ccc(N(C(=O)Cn2nnnc2N)C2(C(=O)Nc3c(C)cccc3C)CCCCC2)cc1 | i
O=S(=O)(c1ccc(F)cc1)N1CCN(c2ccc(F)cc2)CC1 | ?

Source: PubChem BioAssay

This is a subset; rates above refer to the full screens.
